F508del corr: F508del CFTR correction, initial screen, CFBE line, single point; CFBE cells, YFP halide quenching; stimulated with forskolin plus potentiator P3; % fluorescence drop versus neutral controls; activity (quench increase), % at 7.58 µM; 350,000 compounds, 0.36% hits; AID 720511, 2013;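 active means mean added fluorescence quench of at least 8% versus neutral control, with both replicates also reaching 8%; inconclusive means only one of the mean or replicate conditions met; inactive means mean below 8% and not both replicates reaching 8%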;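 further: cells transiently co-express mutant CFTR-F508del with the halide-sensitive YFP; corrector assay measuring rescue of mutant channel to the surface after 24 h compound exposure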
DENV2 CPE: inhibitors of DENV2 cytopathic effect, primary screen, cell-based, plate reader, single concentration; AID 651640, 2012; 350,000 compounds, 1.7% hits; DENV2-infected cells, cytopathic effect rescue; CPE inhibition, % at 9.99 µM; in the data active means CPE inhibition above about 20%, passing the limit was not always enough; inconclusive means no clear call, values can overlap the other calls; tested in BHK-21 cells;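 further: 0% = median of neutral control wells and 100% = median of positive control wells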
RAD54 branch: inhibitors of human RAD54 branch migration, primary screen, biochemical, fluorescence, single point | 360,000 compounds, 0.14% hits | inhibition, % at 10.4 µM | RAD54 Holliday junction branch migration, FAM/BHQ fluorescence;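 active means mean normalized replicate activity at least 40 and at least half of replicates scoring 40 or more; inconclusive means only one of the two criteria met; inactive means mean below 40 and under half of replicates reaching 40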;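 further: 0% = median of neutral control wells and 100% = median of positive control wells; inhibitors cause a drop in the FAM fluorescence signal; in these data hits start at about 50%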
RAD52 anneal inh: RAD52 DNA annealing inhibitors, primary screen, biochemical, FRET, single point, set 2; inhibition, % at 18.7 µM; recombinant RAD52 DNA annealing, FRET fluorescence; 360,000 compounds, 0.46% hits; DNA repair protein RAD52 homolog (Homo sapiens), P43351;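 active means every replicate showing at least 50% inhibition; inconclusive means mean inhibition at least 50% but not in every replicate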
Target sequence (P43351 whole entry, looked up): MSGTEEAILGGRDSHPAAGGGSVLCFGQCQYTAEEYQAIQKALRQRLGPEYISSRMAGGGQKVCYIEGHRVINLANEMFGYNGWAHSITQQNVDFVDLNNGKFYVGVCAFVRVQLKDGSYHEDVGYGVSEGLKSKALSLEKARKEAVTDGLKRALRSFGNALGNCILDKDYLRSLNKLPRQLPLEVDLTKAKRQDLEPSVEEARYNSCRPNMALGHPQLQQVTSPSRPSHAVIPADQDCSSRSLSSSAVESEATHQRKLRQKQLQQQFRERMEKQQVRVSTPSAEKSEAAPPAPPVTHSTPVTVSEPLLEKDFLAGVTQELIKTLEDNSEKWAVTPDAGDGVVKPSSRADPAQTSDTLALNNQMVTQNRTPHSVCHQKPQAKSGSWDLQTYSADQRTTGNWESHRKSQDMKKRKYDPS
GSIS activator: GLuc luminescence reporter in INS-1E cells, primary screen for activators of glucose-dependent secretion of insulin; INS-1E GLuc reporter insulin secretion, 2-3 h; activation, % at 16.6 µM; 370,000 compounds, 0.61% hits; AID 743287, 2014;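 active means lowest replicate activation of at least 40%, so every replicate reaches that level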;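 further: 0% = median of neutral control wells and 100% = median of IBMX positive control wells; some compounds called inactive have numbers as strong as hits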
E-sel inducer: E-selectin induction in HUVECs, primary screen, imaging, HUVEC, immunofluorescence imaging, single point. normalized: neutral wells 0, TNF-alpha wells 100. activation, % at 7.58 µM. 260,000 compounds, 0.37% hits. AID 686992, 2013;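 active means mean E-selectin-positive cell signal at least 10% of the positive control, reached in at least 60% of replicates, without over 20% cell loss; inconclusive means no rule given, readout overlaps actives, possibly toxicity-flagged; inactive means the rest, including those meeting only one limit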;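 further: in these data hits start at about 27%; measured in HUVEC primary endothelial cells; signal is the percent of cells scored E-selectin positive by PE staining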
Target sequence (P16581 whole entry, looked up): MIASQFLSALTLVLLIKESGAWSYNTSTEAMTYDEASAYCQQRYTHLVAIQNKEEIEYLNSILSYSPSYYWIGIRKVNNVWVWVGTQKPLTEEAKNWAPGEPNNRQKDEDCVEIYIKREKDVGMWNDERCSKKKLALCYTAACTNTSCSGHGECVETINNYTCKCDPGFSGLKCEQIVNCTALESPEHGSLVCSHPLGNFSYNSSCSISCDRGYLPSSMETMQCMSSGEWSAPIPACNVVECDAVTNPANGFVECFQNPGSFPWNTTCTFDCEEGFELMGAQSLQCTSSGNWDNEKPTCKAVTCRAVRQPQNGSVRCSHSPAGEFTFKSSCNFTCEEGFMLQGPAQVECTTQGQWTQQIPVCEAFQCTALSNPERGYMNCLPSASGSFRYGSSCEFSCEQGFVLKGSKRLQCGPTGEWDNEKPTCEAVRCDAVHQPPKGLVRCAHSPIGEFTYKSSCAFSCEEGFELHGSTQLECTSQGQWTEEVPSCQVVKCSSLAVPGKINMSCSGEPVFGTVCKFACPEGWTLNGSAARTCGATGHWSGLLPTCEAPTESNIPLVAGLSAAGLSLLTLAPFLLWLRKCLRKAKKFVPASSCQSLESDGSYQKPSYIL
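Test system: HUVEC; input: 3,000 HUVEC/well; measured by: immunofluorescence imaging; read-out: % PE-positive cells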
Xi reactivation: activators of inactive X chromosome reactivation, primary screen, imaging, XiGFP fibroblasts, GFP high-content imaging, set 2. AID 743238, 2013. activation, % at 7.58 µM. 360,000 compounds, 0.055% hits. XiGFP mouse fibroblasts, % GFP-positive cells imaging, 3 d; cells co-treated with 5-aza-dC sensitizer; scaled so ellipticine positive control = 100%;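 active means mean normalized replicate activation at least 10% and every replicate at or above 10%; inconclusive means only one of the two criteria met; inactive means mean below 10% and not all replicates reach 10%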;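 further: 0% = median of on-plate neutral control wells and 100% = ellipticine 6 µM median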
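assay system = SV40-immortalized XiGFP fibroblast cells, line 68-5-11 | buffer or medium = DMEM plus 5-aza-dC sensitizer | doses = single-point pinned compound dosing | times = 3-day compound exposure, then 15 min fixation at room temperature | benchmarks = positive control ellipticine, 6 µM final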
Casp6 inh: human caspase-6 inhibitors, primary screen, biochemical, VEID-R110 fluorescence, single point, set 2 | P55212 | purified caspase-6, Z-VEID-R110 cleavage fluorescence | inhibition, % at 12.5 µM | 350,000 compounds, 0.53% hits;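 active means mean inhibition across replicates at least about 35%, with every replicate also reaching that limit, limit read from the data; inconclusive means only one of the two criteria met; inactive means neither criterion met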;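 further: 0% = median of neutral control wells and 100% = no fluorescence left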
Active calls of the source: *; i = inactive; ? = inconclusive; · = not tested or not shown; & = joins results of further samples. Not a hit list. About 3.7% of those tested had a hit in this group.

mol	Casp6 inh	F508del corr	E-sel inducer	RAD52 anneal inh	RAD54 branch	DENV2 CPE	Xi reactivation	GSIS activator
C[C@H]1CN([C@@H](C)CO)C(=O)c2cc(NC(=O)NC3CCCCC3)ccc2O[C@@H]1CN(C)C(=O)Nc1ccccc1	4	-2.2	-0.2	23	4	-1	-1.0	16
Cc1cc(C(=O)N/N=C/c2ccco2)c2ccccc2n1	1	1.1	·	-6	·	5	0.0	-3
CCn1c(=O)c2cc(C(=O)NCCCOC)sc2c2ccccc21	3	1.8	53*	6	12	4	0.2	·
CC(=O)C1=C(c2cccc([N+](=O)[O-])c2)N(C(C)=O)n2c(C)nnc2S1	6	-6.0	0.3	-13	·	1	0.0	-4
O=C(COC(=O)CCC(=O)c1ccc(F)cc1)NCCc1ccccc1	3	-1.4	0.1	-8	-9	-2	0.2	-3
Nc1ccc(S(=O)(=O)c2cccc(N)c2)cc1	-2	-2.0	·	-23	2	·	·	-9
COCC(=O)Nc1ccc2c(c1)C(=O)N(C)C[C@H](OC)[C@@H](C)CN(C(=O)c1ccncc1)[C@@H](C)CO2	-4	1.9	0.1	-5	2	-4	0.2	17
CCCCCCCCN1C(=O)[C@H](CC(=O)NCCCCc2ccccc2)C[C@@]2(C(=O)OCC)CCCC=C12	-2	-2.2	·	5	·	-9	1.0	15
O=C1C=C(c2ccccc2C(F)(F)F)C[C@@H](c2ccc3c(c2)OCO3)C1	-3	1.0	0.1	-17	-2	-5	0.0	19
CCCN(Cc1nnc(-c2ccccc2Cl)o1)C(=O)c1ccc(C)c(S(=O)(=O)N2CCOCC2)c1	1	0.4	·	-27	3	?	0.1	-17
Cc1nn2c(NCc3ccccn3)cc(C(C)(C)C)nc2c1-c1ccccc1	1	-1.3	·	-13	0	-13	-0.1	21
Nc1ccccc1Oc1ccc2ccccc2c1	-2	-2.2	·	-32	·	0	-0.1	-9

Reformatted: 4 of the compounds above
O=C(COC(=O)CCC(=O)c1ccc(F)cc1)NCCc1ccccc1
  Casp6 inh = 3	F508del corr = -1.4	E-sel inducer = 0.1	RAD52 anneal inh = -8	RAD54 branch = -9	DENV2 CPE = -2	Xi reactivation = 0.2	GSIS activator = -3
Nc1ccc(S(=O)(=O)c2cccc(N)c2)cc1
  Casp6 inh = -2	F508del corr = -2.0	E-sel inducer = ·	RAD52 anneal inh = -23	RAD54 branch = 2	DENV2 CPE = ·	Xi reactivation = ·	GSIS activator = -9
COCC(=O)Nc1ccc2c(c1)C(=O)N(C)C[C@H](OC)[C@@H](C)CN(C(=O)c1ccncc1)[C@@H](C)CO2
  Casp6 inh = -4	F508del corr = 1.9	E-sel inducer = 0.1	RAD52 anneal inh = -5	RAD54 branch = 2	DENV2 CPE = -4	Xi reactivation = 0.2	GSIS activator = 17
CCCCCCCCN1C(=O)[C@H](CC(=O)NCCCCc2ccccc2)C[C@@]2(C(=O)OCC)CCCC=C12
  Casp6 inh = -2	F508del corr = -2.2	E-sel inducer = ·	RAD52 anneal inh = 5	RAD54 branch = ·	DENV2 CPE = -9	Xi reactivation = 1.0	GSIS activator = 15

Other entries:
mol	Casp6 inh	F508del corr	E-sel inducer	RAD52 anneal inh	RAD54 branch	DENV2 CPE	Xi reactivation	GSIS activator
Cc1cc(C)nc(NC(=O)NC(=O)c2ccccc2)n1	2	-3.8	-0.4	1	2	1	0.0	4
COCCNCC(=O)C12CC3CC(CC(C3)C1)C2	-2	2.7	·	1	-4	0	·	13
C/C=C/c1ccc([C@@H]2[C@@H](CO)N(C(=O)CC)[C@H]2CNC(=O)CC)cc1	5	-1.1	-0.7	-15	-4	0	0.1	16
COc1ccc(C2C(C#N)=C(N)OC3=C2C(=O)CC(C)(C)C3)cc1Cn1nc(C)c([N+](=O)[O-])c1C (centres undefined)	-1	·	·	-1	·	-1	0.0	-6
CC(C)CC(=O)Nc1nnc(S(=O)(=O)Nc2ccccc2)s1	-1	-0.5	0.9	-7	-6	-2	-0.1	1
C[C@@H]1CN([C@@H](C)CO)C(=O)c2cc(NS(=O)(=O)c3ccc(F)cc3)ccc2O[C@@H](C)CCCCO[C@H]1CN(C)C(=O)CCCN(C)C	2	-1.5	0.9	17	3	-9	0.0	-7
O=C(Nc1cccc(C(=O)N2CCCCC2)c1)C1CCCC1	0	-4.2	-0.1	3	-18	-6	-0.1	-3
C[C@@H]1CCCCO[C@@H](CN(C)S(C)(=O)=O)[C@H](C)CN([C@H](C)CO)C(=O)c2cc(NC(=O)Nc3ccccc3)ccc2O1	0	2.6	0.4	3	7	-11	0.6	-12
COC(=O)C[C@@H]1C[C@H]2c3cc(NC(=O)Nc4ccccc4F)ccc3O[C@H]2[C@H](CO)O1	0&3	-4.0&-1.6	-0.1	-14&17	9&7	15&1	0.3&0.3	-6&1
COCCn1c(SCC(=O)NC2CCCC(C)C2C)nc2ccccc2c1=O (centres undefined)	-3	4.5	·	-6	-6	-2	0.1	32
C[C@@H]1CCCCO[C@@H](CN(C)C(=O)c2ccccc2)[C@H](C)CN([C@@H](C)CO)C(=O)c2cc(NC(=O)Nc3ccccc3)ccc2O1	-2	1.1	·	-2	-15	-10	0.5	8
CN(C)S(=O)(=O)c1cccc(C(=O)OCC(=O)c2ccc3c(c2)NC(=O)CO3)c1	1	1.4	·	-26	0	2	·	6
COc1ccc(S(=O)(=O)N[C@@H]2CC[C@@H](CC(=O)O)O[C@H]2CO)cc1	-2	-1.5	-0.2	-7	1	-5	-0.1	14
CC(C)(Oc1ccc(Cl)cc1)C(=O)NC1CCN(Cc2ccccc2)CC1	-202	2.0	·	8	-22	-1	0.3	-7
CCn1cc([N+](=O)[O-])c(C(=O)Nc2c(C)nn(Cc3c(F)c(F)c(F)c(F)c3F)c2C)n1	1	-0.7	·	-3	·	3	·	1
COc1ccc2c(C)c(C(=O)N3CC[C@@H](N4CCC(O)CC4)[C@H](O)C3)oc2c1	2	1.2	·	-12	-3	-14	0.3	30
O=C1NC(Cc2ccccc2)C(=O)Nc2ccc(Br)cc21 (centres undefined)	-2	1.9	0.6	-13	-5	-4	0.0	-2
O=C(CSc1ncnc2sc3c(c12)CCCC3)N1CCC(c2noc3ccc(F)cc23)CC1	-7	-3.1	·	3	-11	4	·	15
Cc1ccccc1N1CCN(C(=S)c2ccc(-c3ccc([N+](=O)[O-])cc3)o2)CC1	0	3.3	·	-4	·	2	-0.1	0
Cc1ccc(N(C(=O)c2snc(C(N)=O)c2N)C(C(=O)NCC2CCCO2)c2ccc(C)o2)c(C)c1 (centres undefined)	2	2.7	·	-14	0	0	0.0	-8
N#C[C@@H]1[C@@H](c2ccc(-c3ccc(F)cc3)cc2)[C@@H](CO)N1c1nc(-c2ccccc2)cs1	1	-3.6	-0.7	-34	-16	10	-0.1	12
CCc1ccc2c(CC(=O)NNC(=O)c3ccncc3)coc2c1	-3	0.0	-0.6	-1	12	-6	0.0	·
O=C(C1CCC1)N1CC2(C1)[C@H](c1ccccc1)[C@H](CO)N2C(=O)CC1CC1	0	0.4	-0.2	-18	·	-2	0.2	14
Cn1ncc(Cl)c1C(=O)NNC(=O)Nc1cccc2ccccc12	1	-1.2	1.1	-16	-1	-3	0.0	25
C[C@@H]1CN([C@@H](C)CO)S(=O)(=O)c2ccc(C#C[C@@H](C)O)cc2O[C@@H]1CN(C)Cc1ccccc1	1	2.3	0.5	8	7	-7	-1.2	-21
Cc1ccc(CCNS(=O)(=O)c2ccc3c(c2)N(C)CCO3)cc1	1	-3.2	·	-15	-8	-6	0.0	-9
O=C(N/N=C/c1cccc(O)c1)c1ccc(NC(=O)C2CCCCC2)cc1	2	1.2	5.7	-9	11	14	-0.1	-7
O=C(NCC1CC1)c1cccc2c1C(=O)c1ccc(N3CCCC3)cc1S2(=O)=O	2	0.1	1.0	i	-62	-1	-0.3	-7
CCOc1ccc(C(=O)NCC(=O)NCCCSc2ccccc2)cc1OCC	0	3.1	-0.3	-14	-19	-1	0.0	-10
Nc1ccc(C(=O)OCC(=O)N2CCc3ccccc3C2)cc1[N+](=O)[O-]	19	·	·	0	6	5	0.1	11
c1ccc(-c2nc3c4ccccc4ccn3c2CN2CCOCC2)cc1	1	-3.6	0.3	-6	3	-5	0.0	6
CCOC(=O)C1(CCCc2ccccc2)CCN(C2CCN(C(C)=O)CC2)CC1	-2	1.5	0.2	-6	14	1	-0.2	-10
COCC(=O)N1C[C@H]2[C@@H](c3ccccc31)[C@@H](CO)N2C(=O)C1CC1	-1	-2.4	0.2	-12	-10	0	0.0	-1
COc1ccc(N(CC(=O)NC2CCCCC2C)S(=O)(=O)c2c(C)nn(C)c2C)cc1 (centres undefined)	-2	-3.5	0.0	-4	15	-4	0.0	23
O=C(COCc1ccccc1)N[C@@H]1c2ccccc2CC[C@@H]1OCc1ccccc1	1	-0.1	0.0	17	4	15	-0.1	-18
CCCS(=O)(=O)c1nc(S(=O)(=O)c2ccc(Cl)cc2)c(N2CCC(O)CC2)s1	2	-1.5	·	-8	·	5	0.0	12
CN1N=C(C(C)(C)C)CSC1=Nc1ccc(F)cc1	4	-1.7	·	-9	·	0	0.0	-6
CC(=O)Nc1ccc2c(c1)C(=O)N(C)[C@@H]1CC[C@H](CC(=O)NCc3ccccc3)O[C@@H]1CO2	-1	-0.4	0.2	-1	12	-11	0.2	-1
CC(C)CC(=O)Nc1ccc(C(=O)CN2CCC(C)CC2)cc1	-1	-2.2	·	-34	·	1	0.1	10
O=C(C[C@@H]1C[C@@H]2c3cc(NC(=O)c4cccnc4)ccc3O[C@@H]2[C@H](CO)O1)NCc1cccc(F)c1	-1	-0.3	-0.3	-7	-11	5	0.2	8
O=C1Nc2cnc(Cl)nc2Nc2ccc(Cl)cc21	-1	2.6	-0.3	1	·	15	0.0	11
Fc1cccc(Cl)c1CSc1nnc2ccccn12	-1	0.1	3.1	1	·	0	-0.1	11
COc1ccccc1-c1cc(N)n(S(=O)(=O)c2ccc(F)c(C)c2)n1	1	0.6	0.6	2	4	4	0.2	·
Cc1ccc(-c2nnn(CC(=O)N(CC(=O)NC3CCCC3)c3ccc(F)c(Cl)c3)n2)o1	4	·	·	-12	-1	·	·	-7
CO[C@@H](CN(C)S(=O)(=O)c1ccc(Cl)cc1)[C@H](C)CN(C(=O)Nc1ccccc1F)[C@@H](C)CO	0	3.9	-0.2	-5	-5	13	0.0	-17
Fc1ccccc1CN1CCCC(NC2CCC2)C1 (centres undefined)	0	-0.2	·	2	0	-3	0.0	0
C[C@@H]1CN([C@@H](C)CO)C(=O)c2cc(NC(=O)Nc3ccc(C(F)(F)F)cc3)ccc2O[C@H]1CN(C)C	-9	-0.9	0.0	18	-4	1	-0.9	20

Assay outcomes (PubChem BioAssay)
